# Assay outcomes as filed in PubChem BioAssay.
# p53 reactivator: qHTS assay for re-activators of p53 using a Luc reporter; H1299 p53-A138V BP100-luciferase reporter, luminescence, 24 h; Potency, µM (titrated, usually from 92.2 µM), inactives show at the top dose activity change, positive = activation, usual class: activators; 320,000 compounds, 0.063% hits; further: potency means the concentration at half of the fitted maximal effect; % of control where 0% means no effect; nearly all actives have a fitted effect of over 45% in size
#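 p53-null H1299 cells stably carrying temperature-sensitive p53-A138V and a BP100-luciferase reporter were pinned with compounds (4-point, 1:5 series) and held 24 hrs at 37 deg C. Luminescence was read 10 min after detection reagent.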
# A-T KAP1 phos: qHTS Assay for Identifying a Potential Treatment of Ataxia-Telangiectasia; AID 485349, 2010; […] A-T fibroblasts, KAP-1 phosphorylation AlphaLISA; neocarzinostatin DNA damage 30 min before lysis; 320,000 compounds, 0.19% hits; Potency, µM (top dose mostly 57.5 µM), without a hit: at the highest dose activation, actives largely listed as activators; further: potency means the concentration at half of the fitted maximal effect; % of control where 0% means no effect; nearly all actives have a fitted effect of over 45% in size
#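 ATM-like activity read as KAP-1 phosphorylation via AlphaLISA donor/acceptor antibody pairs after lysis and 6 hr at 25C. Cells were ATM-null patient fibroblasts ([…], hTERT), dosed 60 min, then exposed to the DSB inducer NCS for 30 min.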
# B2AR arrestin: qHTS assay of beta-arrestin-biased ligands of beta2-adrenergic receptor | Beta-2 adrenergic receptor (Homo sapiens), P07550 | Potency, µM (highest dose often 46.1 µM), for the others: at the highest dose activation, hits mostly activators | 330,000 compounds, 0.02% hits | beta-arrestin recruitment to beta2AR, cell-based reporter | AID 492947, 2010;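 further: potency means the concentration at half of the fitted maximal effect; 0% = DMSO controls and full agonism = EC100 isoproterenol or metaproterenol; nearly all actives have a fitted effect of over 65% in size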
# PTAP TSG101 blk: qHTS Assay for Iinhibitors of HIV-1 Budding by Blocking the Interaction of PTAP/TSG101 | Tumor susceptibility gene 101 protein (Homo sapiens), Q99816 | Fluorescence polarization, FITC-PTAP peptide / Tsg101 binding | Potency, µM (highest dose often 115 µM), for the others: at the highest dose activity change, negative = inhibition, hits mostly inhibitors | 340,000 tested, under 10 active | AID 493005, 2010; active means well fitted inhibition curve with a large enough effect in the main read-out, with a control signal flat, not every such curve was filed as active; inconclusive means small, poorly fitted or top-dose-only effect, or effect the other way, or a change in a side signal; inactive means no such curve, though single readings can be large or run the other way; further: potency means the concentration at half of the fitted maximal effect; % of control where 0% means no effect
#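 Steps: Tsg101 binding domain dispensed (10 uM final), compounds pinned in DMSO, FITC-labeled PTAP-motif peptide added (50 nM final); after 20 min binding at room temperature, polarization measured.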
# ELG1 repair inh: qHTS screen for small molecules that inhibit ELG1-dependent DNA repair in human embryonic kidney (HEK293T) cells expressing luciferase-tagged ELG1; HEK293T ELG1-luciferase reporter, luminescence, 16 h; DNA damage induced by 5-fluorouridine; Potency, µM (series often up to 46.1 µM), inactives show at the highest dose activity change, negative = inhibition, actives largely listed as inhibitors; 330,000 compounds, 2.3% hits; AID 504467, 2011; further: potency means the concentration at half of the fitted maximal effect; on the % scale 0 is the no-effect control and ±100 the full control effect; nearly all actives have a fitted effect of over 55% in size
#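 Step one: seed 2,000 cells per well. Step two: pin-transfer compound or DMSO alongside 5-fluorouridine. Step three: incubate 16 hr, 37 °C, 5% CO2. Step four: add ONE-Glo, wait 30 min, read luminescence.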
# CXXC DNA block: qHTS Fluorescence Polarization Assay for Inhibitors of MLL CXXC domain - DNA interaction. MLL-CXXC / FITC-HOXA9 DNA fluorescence polarization. Potency, µM (top dose mostly 115 µM), for the others: top-dose activity change, negative = inhibition, actives largely listed as inhibitors. Histone-lysine N-methyltransferase 2A (Homo sapiens), Q03164. 290,000 compounds, 0.037% hits; active means well fitted inhibition curve with a large enough effect in the polarisation, with a control signal flat, not every such curve was filed as active; inconclusive means small, poorly fitted or top-dose-only effect, or effect the other way, or a change in a side signal; inactive means no such curve, though single readings can be large or run the other way; the % refers to the polarisation; further: potency means the concentration at half of the fitted maximal effect
#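 Fluorescence polarization: 7 uM MLL-CXXC (stock) preincubated 5 min with compounds, then 50 nM fluorescein-HOX-A9 DNA (stock) added; 30 min ambient. Buffer 50 mM Tris-HCl pH 7.5, 50 mM NaCl, 1 mM DTT, 0.05% BSA.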
# TCR act: Activators of T cell receptors: qHTS campaign; 330,000 tested, under 10 active; Potency, µM (highest dose often 9.22 µM), for inactives: at the highest dose activation of IL-2 secretion, usual class: activators; primary human leukocytes, anti-CD3, IL-2 HTRF, 48 h; AID 504894, 2011; further: % of control where 0% means no effect
#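 Primary human leukocytes incubated 48 hr with anti-CD3 beads plus compound, without co-stimulation. Secreted IL-2 measured by HTRF (europium cryptate/d2 anti-IL-2 pair, 320 nm excitation, 665 nm emission).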
# a7 integrin act: qHTS for Activators of Integrin-Mediated Alleviation for Muscular Dystrophy; Potency, µM (titrated, usually from 38.3 µM), for the others: top-dose activation, usual class: activators; alpha7betagal myoblasts, beta-gal FDG fluorescence, 48 h; 350,000 compounds, 0.064% hits; AID 624291, 2012;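 further: potency means the concentration at half of the fitted maximal effect; 100% = response of the positive control SU9516; nearly all actives have a fitted effect of over 60% in size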
#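 alpha7betagal+/- myoblasts (passage 13, 250/well) treated 48 h at 37C with compounds at 1:260 dilution of DMSO stock. Lysed, then beta-galactosidase activity read as FDG fluorescence (ex 480/em 540) after 30 min, with pre-read for autofluorescence.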
# TRPV1 ag: HTS Assay for Compounds that Act as Agonists of the Vanilloid Receptor 1; Transient receptor potential cation channel subfamily V member 1 (Homo sapiens), Q8NER1; TRPV1-expressing cells, Fluo-8 calcium influx, agonist mode; activation, % at 8.33 µM; 320,000 compounds, 0.19% hits; AID 540275, 2011; in the data active means activation above about 80%; inconclusive means between about 30% and that limit; further: 0% is about no effect
#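 TRPV1-expressing cells were cultured overnight at 35.5C and loaded with Fluo-8 calcium dye for 40 to 90 min at room temperature. After a 10 s baseline, compound was added and calcium influx was read kinetically for 3 min (ex 480/em 520 nm).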
# BRCA1 expr act: qHTS Assay to Identify Small Molecule Activators of BRCA1 Expression. AID 624202, 2012. 380,000 compounds, 1.1% hits. Potency, µM (top dose mostly 46.1 µM), for inactives: at the highest dose activation, most hits filed as activators. MCF7-BRCA1-FFLuc reporter, luminescence, 48 h; response scale: scaled: vehicle 0%, 10 µM genistein 100%; further: potency means the concentration at half of the fitted maximal effect; nearly all actives have a fitted effect of over 80% in size; some results filed as inactive show a strong effect at the top dose
#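 Quantitative HTS in MCF7 cells stably reporting BRCA1 expression via firefly luciferase. Compound treatment lasts 48 h at 37 °C in phenol-red free MEM. Activation is expressed relative to genistein at 10 microM and DMSO.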
# An asterisk follows results filed as active; ? = inconclusive; nt = no result given; [ ] = dose if it differs, or a comment. Unless noted, the call rests on the fitted dose curve; in most records, active means well fitted curve in the direction sought with a large enough effect; inconclusive means small, poorly fitted or top-dose-only effect, or another doubt; inactive means no such curve, though single readings can be large; an effect the other way counts as inactive or inconclusive. Hits appear at their usual frequency; 3.8% or so of the library scored in one or more.
SMILES,p53 reactivator,A-T KAP1 phos,B2AR arrestin,PTAP TSG101 blk,ELG1 repair inh,CXXC DNA block,TCR act,a7 integrin act,TRPV1 ag,BRCA1 expr act
C[C@H](CO)N1C[C@H](C)[C@@H](CN(C)S(=O)(=O)c2cn(C)cn2)Oc2ccc(NC(=O)Nc3ccc4c(c3)OCO4)cc2C1=O,?,-5%,-0.3%,-10%,13%,nt,4%,29%,nt,4%
Cc1cccc(C)c1OCC(O)CN1CCCCC1 (stereo not given),-4%,-2%,0.1%,-16%,9%,0%,-2%,-38%,-3,0%
O=C(NCc1cccs1)C(=O)NCC(c1ccco1)N1CCN(c2ccccc2F)CC1 (stereo not given),-1%,2%,0.3%,-3%,18µM*,3%,-5%,13%,9,-10%
CCN(CC)CCNC(=O)c1ccc(NC(=O)c2cccc(S(=O)(=O)N3CCc4ccccc43)c2)cc1,-3%,4%,0.4%,0%,-5%,nt,9%,-53%[inhibitor],14,-65%
COC(=O)/C=C1/S/C(=N/NC(=O)c2ccccc2)NC1=O,1%,-9%,-0.6%,-4%,6%,-23%,-3%,-11%,4,-6%
COc1cc(C2C(C#N)=C(N)N(N(C)C)C3=C2C(=O)CC(C)(C)C3)ccc1O (stereo not given),-5%,3%,-0.4%,-1%,20%,-3%,-30%,-2%,-3,-4%
O=C(Nc1ccccc1C(=O)N1CCN(c2ccccc2)CC1)c1ccco1,-2%,18%,0.1%,-3%,2%,2%,nt,-9%,5,1%
CCN(CC(=O)Nc1ccc(NC(C)=O)cc1)C(=O)c1c(C)nn(Cc2ccc(C)cc2)c1Cl,nt,nt,nt,-3%,nt,nt,-5%,10%,nt,-7%
Cc1c(OCC(=O)N[C@@H](CSCc2ccccc2)C(=O)O)ccc2c3c(c(=O)oc12)CCC3,nt,1%,-0.2%,-7%,12%,-21%,4%,13%,2,6%
CC(C)[C@H](NC(=O)c1ccccc1)C(=O)OCC(=O)NCc1ccc(F)cc1,3%,-1%,0.4%,0%,0%,20%,0%,-12%,2,3%
COc1ccc(C(=O)Nc2cccc(S(=O)(=O)NC3=NCCCCC3)c2)cc1,-2%,-6%,0.0%,1%,-10%,nt,1%,28%,-5,-16%
CCCCC(CC)CNC(=O)C(=O)c1ccccc1NC(C)=O (stereo not given),2%,9%,-0.3%,-1%,-4%,-1%,-5%[46.1 µM],-27%,0,16%
COc1ccc(-n2c(=O)c3c4c(sc3n(CC(=O)NCC3CCCO3)c2=O)CCCC4)c(OC)c1 (stereo not given),1%,-1%,-0.2%,0%,-4%,-2%,-3%,1%,1,-20%
CCCCNC(=O)CSc1nc2ccsc2c(=O)n1C1CCN(C(=O)OCC)CC1,-15%,-8%,-0.2%,-13%,-18%,-4%,-2%,-18%,2,11%
CCOCC(=O)Nc1c(C(=O)Nc2ccc3c(c2)OCCO3)oc2ccccc12,11%,-3%,0.3%,0%,?,3%,0%,19%,0,2µM*
COc1cnc(SCc2ccc(Cl)c(Cl)c2)nc1Cl,4%,2%,-0.2%,0%,2%,8%,-5%,-52%[inhibitor],nt,-34%
Oc1ccc(-c2n[nH]c(=S)n2Cc2ccco2)cc1,-5%,nt,-0.7%,-11%,18%,-1%,nt,31%[7.66 µM],0,2%
c1ccc(-c2nc3nc4ccccc4nc3n2CC2CCCO2)cc1 (stereo not given),5%,7%,-0.1%,0%,0%,1%,-6%,5%,10,-28%
O=S(=O)(/C=C/c1ccccc1)N1CCN(Cc2ccc3c(c2)OCO3)CC1,3%,5%,0.0%,-1%,-7%,0%,4%,?,12,-32%
COc1ccc(C2CC2C(C)=O)cc1 (stereo not given),-1%,-3%,0.0%,-1%,3%,-4%,-2%,-7%,-4,9%
O=C(COC(=O)c1cn(-c2ccccc2)nc1-c1ccccc1)Nc1ncc(Cl)cc1Cl,0%,14%,-0.2%,-3%,-22%,0%,8%,-3%,2,-9%
COCCSc1nnc(NC(=O)CCS(=O)(=O)Cc2ccccc2)s1,-5%,12%,-0.5%,-6%,0%,18%,-3%,-38%[inhibitor],0,-6%
CN(C)CCOC(=O)Cc1ccc(Cl)cc1,12%,4%,-0.6%,-9%,-3%,9%,-1%,15%,0,0%
COc1cc(OC)c(OC)cc1CNC(=O)CCN1C(=O)c2cccc([N+](=O)[O-])c2C1=O,1%,-6%,-0.1%,1%,6%,0%,-1%,-34%,-1,1%
COc1ccc(/C=C/C(=O)NNC(=O)C(C)Oc2ccccc2F)cc1OC (stereo not given),-3%,1%,0.4%,-2%,-3%,nt,3%,-14%,nt,-1%
N#Cc1cn(CC(=O)O)c2ccccc12,-2%,9%,0.1%,-6%,12%,-2%,4%,24%,2,5%
CNS(=O)(=O)c1ccc2nc(NC(=O)/C=C/c3ccco3)sc2c1,0%,7%,-0.2%,-3%,-2%,14%,-2%,5%,1,2%
O=C(CN(C(=O)CCNC(=O)c1ccco1)c1ccccc1)NC1CCCC1,-7%,1%,-0.2%,-1%,2%,-4%,5%,-14%[7.66 µM],2,-2%
Cc1nc2ccccc2c2oc(C(=O)N3CCc4ccccc43)cc12,0%,-2%,-0.6%,nt,6%,3%,nt,nt,11,nt
Cc1cc([N+](=O)[O-])c(-c2ccc(/C=N/n3cnnc3)o2)cc1Cl,-1%,1%,0.3%,-9%,-4%,-7%,3%,?,4,1%
CCc1cccc(C)c1NC(=O)CCCSc1nc2ccccc2s1,20%,4%,4.8%,2%,?,15%,0%[46.1 µM],-8%,10,-53%
CN(Cc1c(C(=O)N2CCCCCCC2)nc2ccc(Cl)cn12)C1CCOC1 (stereo not given),-9%,1%,-0.1%,nt,-2%,20%,1%,16%,2,-3%
COc1ccc2[nH]c(C(=O)Nc3cccc(C)n3)cc2c1,13%,7%,-1.3%,0%,?,1%,-1%,1%,nt,?
O=C(CCC1N=C2c3ccccc3N=C(SCc3cccc(Cl)c3)N2C1=O)NCc1ccco1 (stereo not given),-4%,-3%,-0.8%,-3%,?,-2%,-1%,-30%,1,-36%
COC(=O)C1=C(C)N(C)C(=S)NC1c1ccccc1 (stereo not given),-17%,0%,-1.2%,-2%,11%,?,-10%[46.1 µM],6%,1,-16%
Cc1noc(C)c1S(=O)(=O)N1CCC(C(N)=O)CC1,22%,4%,0.3%,-3%,-2%,-7%,2%,18%,1,1%
O=C1C=C(c2cc(Cl)cc(Cl)c2)C[C@@H](c2ccc3c(c2)OCO3)C1,0%,-2%,0.0%,nt,-1%,nt,-2%,13%,9,0%
CC(=O)N1CCC(C(=O)Nc2ccc(S(=O)(=O)N3CCCCC3)cc2)CC1,0%,11%,-0.4%,-3%,-20%,9%,-2%,-2%,4,-23%
Cc1ccc(C(=O)NCC(=O)OCc2csc(-c3ccccc3)n2)cc1,15%,nt,?,-2%,?,-3%,-3%[46.1 µM],-16%,-6,5%
COc1cccc(-c2nc(CS(=O)(=O)CC(=O)Nc3ccccc3Cl)c(C)o2)c1,10%,-5%,0.4%,-1%,-6%,-6%,0%,-43%,?,1%
O=c1c2ccccc2c(-c2ccc(Cl)cc2)nn1-c1ccccc1,17%,14%,0.0%,-3%,-7%,-2%,3%,-16%,-7,3%
O=C(CCS(=O)(=O)c1ccc(F)cc1)Nc1nnc(-c2ccco2)o1,?,-12%,0.2%,-5%,-13%,nt,2%,-30%,-1,-15%
O=C(CN1C(=O)c2ccccc2S1(=O)=O)NCCSCc1c(F)cccc1Cl,-2%,-2%,-0.6%,1%,-5%,1%,-6%,?,2,0%
CCCc1cc(C(=O)N2CCCC(C(=O)c3ccc(Cl)cc3)C2)n(C)n1 (stereo not given),-4%,34%,-1.5%,0%,-3%,7%,-2%,2%,17,0%
COc1cc(/C=C/C(=O)OCC(=O)Nc2ccc(C)cc2[N+](=O)[O-])ccc1O,-1%,-3%,-0.4%,1%,?,-29%,11%,37%,10,-8%
